TTR transcr act = TTR transcription activators in neuroblastoma reporter cells, primary screen, cell-based, luminescence, SH-SY5Y, TTR promoter Gaussia luciferase. hit rate 1.3% among 92,000. 100% = recombinant luciferase protein wells. AID 1117267, 2014. activation, % at 16.7 µM;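 active = activation above the mean of all tested compounds plus 3 SD, cut at about 9.5% in these data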;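 note: cells exposed to compounds for one day before reading; 0% = median of all test compound wells on the plate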
Starred values were filed as active, the others as inactive. This is a subset. The share of hits here may be higher or lower than overall.

no.	Structure	TTR transcr act
1	COc1cccc(/C=N/NC(=S)NCCc2ccccc2)c1	-0.2
2	CC(/C=N/n1c(-c2cccnc2)n[nH]c1=S)=C\c1ccco1	0.2
3	CSc1nc(N)nc2c1ncn2CC(=O)NCc1ccccc1	1.3
4	O=C(Nc1cccnc1N1CCOCC1)c1cc2ccccc2oc1=O	-0.7
5	Cc1ccc(NC(=O)CN2C(=O)S/C(=C\c3ccc(OCC(=O)O)c(Br)c3)C2=O)cc1	-0.2
6	CC(=O)Nc1nc(C)c(C(C)C)s1	1.6
7	Cc1csc(-c2cnn(-c3ccccc3)c2NC(=O)c2ccc(C(F)(F)F)cc2)n1	-0.7
8	Cc1ccc(Nc2nc3ccccc3nc2-n2nc(C)cc2C)cc1	7.6
9	CC1C(=O)N(Cc2cn(CC3CCCCC3)nn2)CCS(=O)(=O)N1Cc1ccc(-c2ccncc2)cc1 (stereo not drawn)	-2.5
10	NC(=O)NCc1ccc(C(=O)OCc2ccncc2)cc1	4.7
11	COc1ncnc2c1oc1nc(CC(C)C)c3c(c12)CC(C)(C)OC3	-0.9
12	CC(=O)Nc1cccc(C(=O)/C=C/c2ccc(F)cc2)c1	-5.7
13	CCCNC(=O)Cn1cnc2sc(C(=O)N3CCN(Cc4ccc5c(c4)OCO5)CC3)c(C)c2c1=O	0.7
14	COc1cc(/C=N/NC(=O)Cn2cnc3c2c(=O)n(C)c(=O)n3C)cc(OC)c1OC	1.6
15	CC1CCCCN1CCCNc1ccc(C(CC(N)=O)NC(=O)Cc2ccc(Br)cc2)cc1[N+](=O)[O-] (stereo not drawn)	-0.2
16	O=C(Nc1cccc(Cl)c1)O[C@@H]1CC[C@@]23CCCN2C(=O)CCC[C@H]3C1	-1.6
17	Cc1ccc(NC(=O)CNS(=O)(=O)c2cccs2)cc1F	0.0
18	Nc1ncnc2c1ncn2CCN1CCOCC1	12.5*
19	CCCCn1nnnc1SCC(=O)NNC(=O)c1ccco1	1.5
20	O=C(N/N=C/c1cccc(F)c1)c1ccc(Cl)cc1	0.9
21	CCOc1ccccc1NC(=O)CCNS(=O)(=O)c1ccccc1	0.6
22	CCOC(=O)C1CCN(C(=O)COC(=O)C2CCN(S(=O)(=O)c3ccc(C)c(C)c3)CC2)CC1	-0.2
23	Cc1nnc(SC(C)C(=O)Nc2ccc(N3CCOCC3)cc2)n1Cc1ccccc1 (stereo not drawn)	-0.7
24	Cc1ccc2c(CN(Cc3ccccc3)Cc3ccccc3)cc(=O)oc2c1	-0.4
25	COc1cccc(NC(=O)CN2C(=O)NC(C)(CCC(C)C)C2=O)c1 (stereo not drawn)	-0.7
26	O=C(Nc1ccc(NC(=O)c2cc3ccccc3o2)cc1)c1ccc2c(c1)OCCO2	-1.2
27	Cc1ccc(OCC(=O)N(Cc2ccccc2)C(C)(C)C)c([N+](=O)[O-])n1	0.4
28	CC(=O)Nc1ccc(NC(=O)Nc2ccc(C)c(C)c2)cc1	-1.9
29	CCOC(=O)C1CCCN(C(=O)CN2C(=O)COc3ccc(C(C)(C)C)cc32)C1 (stereo not drawn)	-1.5
30	CCN(CC)CCNc1ncnc2c1sc1nc(N3CCCC3)c3c(c12)CC(C)(C)OC3	-2.6

Marked active in TTR transcr act, among the entries above:
no.	Structure	TTR transcr act
18	Nc1ncnc2c1ncn2CCN1CCOCC1	12.5*

Filtered by structure: the entries above containing a furan ring, fused or not (four)
no.	Structure	TTR transcr act
2	CC(/C=N/n1c(-c2cccnc2)n[nH]c1=S)=C\c1ccco1	0.2
11	COc1ncnc2c1oc1nc(CC(C)C)c3c(c12)CC(C)(C)OC3	-0.9
19	CCCCn1nnnc1SCC(=O)NNC(=O)c1ccco1	1.5
26	O=C(Nc1ccc(NC(=O)c2cc3ccccc3o2)cc1)c1ccc2c(c1)OCCO2	-1.2

Additional entries follow:
no.	Structure	TTR transcr act
31	CCOC(=O)c1c(C)n(C)c2ccc(OCC(O)CN3C(=O)c4ccccc4S3(=O)=O)cc12 (stereo not drawn)	1.2
32	CCC(C)NC(=S)N(Cc1cc2cc(C)ccc2n2nnnc12)CC(C)(C)NC(C)C (stereo not drawn)	1.4
33	Cc1cc(Cn2nc(-c3ccccc3)cc2C(=O)NCc2cccc(Br)c2)on1	2.2
34	N#Cc1ccccc1OCC(=O)N1CCc2ccccc2C1	0.3
35	CC(C)c1ccc(NC(=O)O[C@@H]2CC[C@@]34CCCN3C(=O)CCC[C@H]4C2)cc1	-2.2
36	COC(=O)c1cc(-c2ccc(OC)c(OC)c2)c2c(=O)[nH]c(=O)n(C)c2n1	-0.9
37	COc1ccccc1NC(=S)NC(=O)Cc1ccc(Cl)cc1	6.0
38	Cc1ccccc1N/N=C/c1ccc(C#N)cc1	-0.1
39	CCOC(=O)Cc1csc(NS(=O)(=O)c2cccc([N+](=O)[O-])c2)n1	1.6
40	COc1ccc(NC(=O)C2CCCN2S(=O)(=O)c2cccc3cccnc23)cc1OC (stereo not drawn)	-1.4
41	CCn1c(Cc2cccs2)nnc1SCC(=O)NC1CC1	1.3
42	Cc1ccc(NC(=O)c2ccccn2)c(Br)c1	0.0
43	C=CCNC(=S)Nc1ccc2nc(C)oc2c1	-1.3
44	Cc1ccc(-c2cc(C(=O)N(C)Cc3cnn(C)c3C)c3cc(Br)ccc3n2)cc1	-1.9
45	CC(C)(C)C(=O)/C=c1\[nH]c(=O)/c(=C\c2ccc(F)cc2)s1	-6.3
46	CN(C)CCN1C(=O)NC(C)(c2ccc([N+](=O)[O-])cc2)C1=O (stereo not drawn)	-0.2
47	CCOC(=O)c1cnc(-n2nc(C)cc2C)nc1Oc1ccc(C#N)cc1	-1.1
48	Cc1cc(Nc2ccc(Cl)cc2)nc(N)n1	0.6
49	O=C(Cc1ccccc1F)Nc1ccc(SC(F)F)cc1	-0.5
50	O=C(CCn1cnc2ccccc2c1=O)Nc1cccc(Cl)c1	0.9
51	COc1cc2[nH]c(=O)n(CCC(=O)N3CCN(Cc4ccccc4)CC3)c(=O)c2cc1OC	5.2
52	COc1ccccc1/C=C/C(=O)NCCC1=CCCCC1	-1.6
53	COc1cccc(SCc2noc(C(=O)NCCC(C)C)c2C(=O)NCCC(C)C)c1	-0.4
54	Cc1cc(C(=O)COC(=O)CCC(=O)c2ccc3c(c2)OCCO3)c(C)n1Cc1ccco1	0.2
55	CCOC(=O)c1cnc(-n2nc(C)cc2C)nc1Oc1ccccc1F	0.3
56	CN1CCN(C(=O)/C(=C/c2ccccc2)c2ccccc2)CC1	1.9
57	CCC(C)[C@H](N)c1nnc(SCC(=O)Nc2ccc(C)cc2C)o1 (stereo partly drawn)	0.6
58	O=S(=O)(Nc1ccccc1)c1ccc2c(c1)CCO2	1.4
59	O=C(CSc1nc(O)cc(=O)[nH]1)C1CC1	5.4
60	Cc1ccc([C@H](C)NC(=O)C2=C(N)N(S(=O)(=O)c3ccc(C)cc3)C(C(=O)c3ccccc3)C2c2ccccc2Cl)cc1 (stereo partly drawn)	1.4
61	CC(C)(C)OC(=O)N/N=C/c1cn(-c2ccccc2)nc1-c1cccnc1	-1.3
62	O=c1[nH]cnc2c1ncn2C1OCC(O)C(O)C1O (stereo not drawn)	-1.1
63	C/C(=N/NC(=O)c1ccco1)c1cccnc1	-1.0
64	COCCn1cc(C(=O)c2cc(Br)ccc2O)cc(C#N)c1=O	-0.7
65	CNc1nc(N)c([N+](=O)[O-])c(Nc2cccc(OC)c2)n1	0.0
66	CC1CN(C(=O)c2ccc(COc3ccc4ccccc4c3)o2)CC(C)O1 (stereo not drawn)	-1.8
67	Cc1ccc(O)c(C(=O)c2cnc3onc(-c4ccc(F)cc4)c3c2)c1	1.6
68	CC1CCCCC1NC(=O)CN(C)S(=O)(=O)c1ccc2c(c1)c(=O)n(C)c(=O)n2C (stereo not drawn)	0.1
69	c1coc(CNc2c3c(nc4ncnn24)CCC3)c1	7.6
70	CCOC(=O)/C(C#N)=C(\N)C(C)C(=O)Nc1ccccn1 (stereo not drawn)	-3.8
71	CCOc1ccc(-n2c(=O)cc(N3CCN(c4ccc(F)cc4)CC3)[nH]c2=O)cc1	0.7
72	Cc1ccccc1Cn1c(=O)n(CC2CCC(C(=O)NCCc3ccccc3)CC2)c(=O)c2ccccc21 (stereo not drawn)	-1.1
73	CCCC1CCC2(CCCN2CCOC(=S)NCc2cccc(C)c2)CC1 (stereo not drawn)	5.0
74	O=C(COC(=O)Cc1ccccc1)NCc1ccc2c(c1)OCO2	-2.2
75	C1CC(CN2CCOCC2)CN(Cc2nc(CC3CC3)no2)C1 (stereo not drawn)	1.3
76	NC(=O)NN=C1C2CCCC1C(c1ccccc1)NC2c1ccccc1 (stereo not drawn)	-1.1
77	O=C(Nc1cnccn1)Nc1cccc(Cl)c1Cl	1.6
78	CCOc1cc(N2CCOCC2)c(OCC)cc1NC(=O)CC12CC3CC(CC(C3)C1)C2	1.1
79	CCn1c(SCc2c(Cl)cccc2Cl)nc2nc3c(cc2c1=O)CCCC3	-0.8
80	COc1ccc2nc3ccccc3nc2c1NC(=O)c1ccc(Cl)cc1	7.4
81	CCOc1nc(NCc2ccco2)nc(Nc2ccccc2F)n1	2.6
82	CCOC(=O)C1=C(Nc2ccc(Br)cc2)CC(C)(O)C(C(=O)OCC)C1c1ccccc1 (stereo not drawn)	8.9
83	O=C(Nc1cccc(O)c1)c1ccc(C(=O)c2ccccc2)o1	15.8*
84	O=C(NCc1ccccc1)C1=C[C@H](c2ccc3c(c2)OCO3)C[C@H](OCc2ccc(CO)cc2)O1	-4.1
85	c1ccc(-c2ccccc2OCCOCCN2CCNCC2)cc1	-0.1
86	Cc1cc(C)c(C#N)c(SCC(O)CS(=O)(=O)Cc2ccccc2)n1 (stereo not drawn)	0.6
87	COc1ccccc1C(=O)NCCCNC(=O)c1ccccn1	-0.5
88	CNC(=O)CSc1nnc(-c2cc(C)cc(C)c2)o1	2.7
89	CC(=O)c1ccc(NC(=O)C(C)OC(=O)c2ccc(Br)o2)cc1 (stereo not drawn)	0.8
90	COc1ccc(OC)c(C(c2nnnn2Cc2ccccc2)N2CCN(C3CCCCC3)CC2)c1 (stereo not drawn)	-1.6

Three structures already listed, sorted by molar mass, low to high.
no.	Structure	TTR transcr act
12	CC(=O)Nc1cccc(C(=O)/C=C/c2ccc(F)cc2)c1	-5.7
52	COc1ccccc1/C=C/C(=O)NCCC1=CCCCC1	-1.6
75	C1CC(CN2CCOCC2)CN(Cc2nc(CC3CC3)no2)C1 (stereo not drawn)	1.3

Other compounds.
no.	Structure	TTR transcr act
91	Cc1ccc(C)c(N2CCN(C(=O)CCc3nc(-c4ccccc4Cl)no3)CC2)c1	0.6
92	O=S(=O)(NCCc1c[nH]c2ccccc12)c1ccccc1	-1.5
93	O=C1NC(=NCc2ccccc2)NC1(c1ccccc1)c1ccccc1	-1.7
94	COC(=O)c1nc(C(=O)OC)c(C(=O)OC)nc1C(=O)OC	8.1
95	Cc1ccc(S(=O)(=O)NCc2ccc(N3CCN(C(=O)OC(C)(C)C)CC3)cc2)cc1	-2.3
96	CCCc1nnc(NC(=O)c2cn(CC)c3cc(N4CCN(C)CC4)c(F)cc3c2=O)s1	0.5
97	CSc1sc(-c2nnc(SCC(=O)Nc3ccccc3)n2C)c2c1C=CCC2	-1.3
98	COC(=O)[C@@]12CCCCC=C1N(CCc1ccc(Cl)cc1)C(=O)[C@H]2CC(=O)NCCC(C)C	1.0
99	COc1ccc(CC(=O)NC2CC(C)(C)NC(C)(C)C2)cc1	-0.8
100	C/C=C/c1cccc(-c2nc(C(=O)NC3CCCC3)cc3c2[C@@H](CCO)N(S(=O)C(C)(C)C)C3)c1 (stereo partly drawn)	-0.9
101	Cc1sc2ncnc(Nc3ccccc3)c2c1C	15.1*
102	CCOC(=O)N1CCN(CC(=O)Nc2nnc(C(F)(F)F)s2)CC1	-1.9
103	CC(=O)Nc1ccc(S(=O)(=O)N(CC(=O)O)Cc2ccccc2)cc1	5.5
104	CCOCCCNC(=O)CCNS(=O)(=O)c1ccc(C)cc1	1.9
105	O=C(N/N=C/C=C/c1ccc(Br)cc1)C(O)c1ccccc1 (stereo not drawn)	-0.1
106	CCNc1ccc(C(=O)N/N=C/c2c(C)nn(-c3ccccc3)c2N2CCCC2)cc1[N+](=O)[O-]	-1.4
107	O=C(NCc1ccc(Cl)cc1)c1cccc(NC(=O)c2ccccc2)c1	-3.0
108	C=CCNC(=S)Nc1cc(S(=O)(=O)N2CCOCC2)ccc1-n1cncn1	-1.9
109	CCCn1c(SCC(=O)N2CCc3ccccc32)nnc1-c1ccco1	-1.6
110	Cc1cccc(N2CCN(S(=O)(=O)c3ccc4c(c3)CC(=O)N4C)CC2)c1C	14.0*
111	CC12CCC(C(=O)N3CCOCC3)([C@H](Br)C1=O)C2(C)C (stereo partly drawn)	-1.8
112	O=C(NCCc1ccc(F)cc1)c1ccc(NS(=O)(=O)c2ccc3[nH]c(=O)[nH]c3c2)cc1	0.4
113	COC(=O)c1ccc(-c2ccc(/C=N/NC(=O)Cc3nnc(N)s3)o2)cc1	-1.4
114	CN1CCSc2ccc(C(=O)Nc3cc(F)ccc3F)cc21	-0.8
115	N#C/C(=C\c1cccnc1)c1ccc([N+](=O)[O-])cc1	0.6
116	COc1cccc(CNC(=O)CCC2CCCN(C(=O)c3cccc4c(C)c(C)[nH]c34)C2)c1 (stereo not drawn)	2.6
117	COc1ccc(OCC(=O)N(C)CC2COc3ccccc3O2)cc1 (stereo not drawn)	-1.4
118	CCCCS(=O)(=O)Nc1ccc2cn[nH]c2c1	0.6
119	CC(C)(C)c1ccc(-c2csc(N3CCC(C(N)=O)CC3)n2)cc1	1.6
120	O=C(O)C1C2C=CC(C2)C1C(=O)Nc1cccc(C(=O)N2CCCCC2)c1 (stereo not drawn)	2.8
121	O=C(NNC(=O)c1cccs1)c1ccc(Cl)c([N+](=O)[O-])c1	-2.8
122	CC(=O)N1c2ccc(S(=O)(=O)NCCC(=O)Nc3ccc(OC(F)(F)F)cc3)cc2CC1C (stereo not drawn)	-0.8

Compound activity deposited in PubChem by The Scripps Research Institute Molecular Screening Center.
